From PubChem
LEDGF integ inh: blockers of LEDGF/p75-dependent integrase strand transfer – biochemical, TR-FRET, high throughput, primary screen | AID 743269, 2014 | TR-FRET IN-LEDGF/p75 DNA integration, Eu/Cy5 | inhibition, % at 3.7 µM | hit rate 0.64% among 370,000;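 active = inhibition above the screen-wide mean plus 3 SD, cut at about 13% in these data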;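 also: signal is the Cy5 over europium emission ratio at 671 and 618 nm; 0% = plate median of compound wells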
TDP2 absorb: human TDP2 enzyme inhibitors, primary screen, biochemical, epi absorbance, recombinant enzyme | inhibition, % at 12.8 µM | hit rate 0.34% among 370,000 | T5PNP hydrolysis, p-nitrophenol absorbance 415 nm;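 active = inhibition above the mean of all tested compounds plus 3 SD, set per campaign, cut at about 25% in these data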;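 also: 0% = DMSO with enzyme and 100% = buffer with substrate but no TDP2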
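Assay system: recombinant human TDP2 / Reagent: T5PNP substrate at 5 mM, a TopII-DNA adduct mimic / Measured by: epi absorbance from released p-nitrophenol / Evaluation: % inhibition relative to enzyme-containing and enzyme-free wells / Control set: enzyme-free and DMSO wells / Replicates: each compound tested once, singlicate / Schedule: enzyme reaction with compound for 2 h at 37 °C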
TCR-CD3 inh: inhibitors of human TCR-CD3 interaction, primary screen, biochemical, fluorescence, TAMRA-labeled TCR probe | T-cell receptor (TCR) | inhibition, % at 9.4 µM | hit rate 0.37% among 360,000; in the data active = inhibition above about 19%;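 also: recombinant mutant TCR 2C K166C tagged with TAMRA read by polarization; 0% = receptor in buffer alone and 100% = receptor with positive control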
PG9 Ab binder: binders of HIV-1 gp120 antibody PG9, primary screen, biochemical, TR-FRET. HIV-1 gp120 / PG9 antibody interaction. TR-FRET gp120-PG9 antibody binding. inhibition, % at 6.7 µM. hit rate 0.43% among 360,000. AID 624416, 2012; in the data active = inhibition above about 8.5%
rCAG RNA binder: binders of r(CAG) RNA repeats, primary screen, biochemical, fluorescence. r(CAG) RNA repeat, TO-PRO-1 dye displacement fluorescence. inhibition, % at 3 µM. AID 651821, 2012. hit rate 1.3% among 370,000;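 active = inhibition above the plate cutoff, the mean of all test compounds on that plate plus 3 SD, cut at about 35% in these data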;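 also: 0% = DMSO alone and 100% = 100 µM mitoxantrone as full dye displacement; higher means more dye released from RNA so lower well fluorescence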
SIAE primary: human SIAE inhibitors, primary screen, biochemical, fluorescence polarization, FP-Rh probe, 1536-well HTS | inhibition, % at 9.66 µM | hit rate 0.69% among 370,000 | Sialate O-acetylesterase (Homo sapiens), Q9HAT2 | SIAE FP-Rh probe binding;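 active = inhibition above a cutoff: mean of compounds within the control limits plus 3 SD of those, cut at about 17% in these data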;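 also: 0% = plate median of compound wells and 100% = probe without SIAE protein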
Target sequence (Q9HAT2 whole entry, looked up): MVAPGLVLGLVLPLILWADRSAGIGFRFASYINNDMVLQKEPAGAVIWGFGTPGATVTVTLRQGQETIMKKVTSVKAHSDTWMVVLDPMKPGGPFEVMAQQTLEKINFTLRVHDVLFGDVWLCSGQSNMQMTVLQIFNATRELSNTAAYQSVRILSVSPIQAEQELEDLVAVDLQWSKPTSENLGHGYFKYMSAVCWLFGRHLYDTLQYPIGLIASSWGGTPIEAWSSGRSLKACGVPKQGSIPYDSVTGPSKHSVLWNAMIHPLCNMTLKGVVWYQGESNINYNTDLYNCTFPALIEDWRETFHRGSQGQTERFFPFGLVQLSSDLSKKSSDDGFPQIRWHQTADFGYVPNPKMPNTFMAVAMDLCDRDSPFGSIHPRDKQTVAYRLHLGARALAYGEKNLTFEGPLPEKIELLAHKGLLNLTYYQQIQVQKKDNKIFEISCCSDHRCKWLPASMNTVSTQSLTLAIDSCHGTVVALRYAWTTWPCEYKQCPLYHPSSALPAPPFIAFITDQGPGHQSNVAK
HTRA1 inh: HTRA1 serine protease inhibitors, primary screen, biochemical, fluorescence polarization, HTS; Q92743; recombinant HTRA1, FP-rhodamine activity-based probe; inhibition, % at 5.96 µM; hit rate 0.5% among 340,000; in the data active = inhibition above about 36%;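 also: 0% = enzyme with DMSO and 100% = wells lacking enzyme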
Target sequence (Q92743 whole entry, looked up): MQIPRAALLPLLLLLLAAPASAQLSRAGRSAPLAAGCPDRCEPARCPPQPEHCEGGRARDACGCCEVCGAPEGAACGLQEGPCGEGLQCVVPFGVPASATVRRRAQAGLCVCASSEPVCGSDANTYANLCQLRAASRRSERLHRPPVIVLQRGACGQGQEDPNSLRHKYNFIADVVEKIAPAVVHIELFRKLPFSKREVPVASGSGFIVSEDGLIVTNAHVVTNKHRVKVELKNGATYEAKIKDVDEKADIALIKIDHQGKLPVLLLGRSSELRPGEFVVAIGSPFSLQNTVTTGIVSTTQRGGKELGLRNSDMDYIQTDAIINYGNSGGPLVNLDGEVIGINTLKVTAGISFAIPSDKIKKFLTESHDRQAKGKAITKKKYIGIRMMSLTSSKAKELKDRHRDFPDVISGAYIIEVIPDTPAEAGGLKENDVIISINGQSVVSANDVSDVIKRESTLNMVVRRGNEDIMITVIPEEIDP
NR1D1 modulator: modulators of Rev-erb alpha DNA binding, primary screen, biochemical, FITC-DNA, fluorescence polarization, uHTS; Nuclear receptor subfamily 1 group D member 1 (Homo sapiens), P20393; Rev-erbα–FITC-DNA binding, 90 min; activity, % at 10 µM; hit rate 0.79% among 370,000; AID 1259318, 2017;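 active = activity above about 14%, limit read from the data; passing the limit was not always enough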;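 also: 0% = DMSO wells with 35 nM protein and 100% = DMSO wells with 750 nM protein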
ABHD4 inh: ABHD4 inhibitors, primary screen, biochemical, fluorescence polarization, mouse | AID 720543, 2013 | inhibition, % at 8.92 µM | (Lyso)-N-acylphosphatidylethanolamine lipase (Mus musculus), Q8VD66 | hit rate 0.54% among 370,000 | purified mABHD4, FP-Rh probe fluorescence polarization;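 active = inhibition exceeding the mean over every tested compound plus 3 SD, cut at about 30% in these data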;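 also: 0% = plate median of compound wells and 100% = S159A mutant with DMSO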
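Test system: mABHD4 protein | Buffer or medium: HEPES pH 7.0 buffer, 150 mM NaCl, 0.01% Pluronic F-127 | Probe or stimulus: FP-Rh fluorescent activity-based probe, added after compound pre-incubation | Timing: Pre-incubation 45 min, probe exposure 60 min, at 25 °C | Technique: Fluorescence polarization, excitation 525 nm, emission 598 nm, BODIPY TMR filters | Repeats: Single well per compound (singlicate)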
PRMT1 inh: PRMT1 methyltransferase inhibitors, primary screen, biochemical, fluorescence polarization; Protein arginine N-methyltransferase 1 (Homo sapiens), Q99873; recombinant PRMT1, activity-based probe fluorescence polarization; inhibition, % at 2.79 µM; hit rate 1.3% among 370,000; AID 652257, 2013;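 active = inhibition above about 21% made by adding two undisclosed values, limit read from the data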
The depositor's hits bear a star; / = no result given. Not all compounds are listed; count on the stated rates, not on these rows.

SMILES	LEDGF integ inh	TDP2 absorb	TCR-CD3 inh	PG9 Ab binder	rCAG RNA binder	SIAE primary	HTRA1 inh	NR1D1 modulator	ABHD4 inh	PRMT1 inh
Cc1nc2ccccc2c(=O)n1-c1ccc(F)c(NC(=O)c2cccs2)c1	2	7	3	0.7	-1	-5	-9	-2	4	-2
Cc1cc(NC(=O)c2ccc3c(c2)C(=O)N(CC(C)C)C3=O)no1	5	-1	-11	2.0	-3	-14	5	5	-2	8
CC1=C(C(=O)N2CCOCC2)CC(CC(=O)NCC2CCCCC2)C(=O)N1CCC1=CCCCC1 (stereo not given)	2	3	0	-0.8	-1	-3	7	-7	6	1
COc1cc2[nH]c3c(Cl)ncnc3c2cc1OC	1	2	-6	-0.9	1	-1	-3	-2	4	1
COc1cccc(NC(=O)c2ccnc(N3CCC(C(=O)NCc4ccccc4OC)CC3)c2)c1	3	14	4	0.0	1	-2	-11	14	-1	-1
NCCCN1CCOCC1	-2	-7	3	-0.8	-5	3	8	1	6	-2
O=C1CCN=C(Nc2ccc(F)cc2)N1Cc1ccccc1	1	6	0	-2.6	-2	-7	2	0	6	2
O=C(C[C@@H]1C/C=C\C[C@H](Cc2ccc(F)cc2)C(=O)OC[C@H]2CCCN2C1=O)N[C@H](CO)Cc1ccccc1	-2	-5	3	0.1	-9	-5	12	3	7	0
Fc1ccc(-c2nc3c4ccccc4ccn3c2Cc2ccccc2)cc1	3	-3	1	1.2	3	2	-3	-1	-3	-2
COc1ccc(CCN(C)C(=O)c2cccc(S(=O)(=O)N3CCN(c4ccc(F)cc4)CC3)c2)cc1OC	-5	5	4	-0.8	3	4	3	5	-3	3
Cc1cccc2cc(C(c3nnnn3Cc3ccccc3)N3CCN(c4ccccc4)CC3)c(=O)[nH]c12 (stereo not given)	5	-2	6	-2.2	0	1	3	185*	-2	-4
CC(OC(=O)CSc1ccc(F)cc1)C(=O)NC1(C#N)CCCCC1 (stereo not given)	0	-3	0	-0.6	-3	4	-1	8	4	-1
N#CCc1ccc(Oc2ccc([N+](=O)[O-])cn2)cc1	8	-13	-3	-1.6	3	0	4	-10	-3	-3
Nc1c(C(=O)c2ccc(F)cc2)oc2ccccc12	2	-4	2	0.2	1	0	-1	-3	7	1
Cc1ccccc1NC(=O)Cc1nc(COC(=O)CNC(=O)c2ccc(Cl)cc2Cl)cs1	-2	-6	-3	-0.3	4	-5	-6	1	15	-2
CC(=O)OC1OCCOC1NC(=S)Nc1ccc(C)cc1 (stereo not given)	5	-4	8	0.6	1	4	-11	0	1	-1
COc1ccc2c(c1)C(=O)CC(c1ccc3c(c1)OCCO3)O2 (stereo not given)	2	-1	-7	0.4	-4	-15	-6	2	-16	6
C=CCn1c(-c2ccc(F)cc2)n[nH]c1=S	-7	-10	5	-1.9	-3	-2	-10	6	-3	-3
O=C(CCNC(=O)c1ccccc1)NNC(=O)c1ccc(F)cc1	6	-17	-7	-2.1	0	-10	-6	7	-7	-2
Cc1ccc(S(=O)(=O)N2CCN(C(=O)Cn3c(=O)oc4ccccc43)CC2)cc1	-1	-7	0	0.7	1	6	6	-6	0	2
O=C(CCn1cccc1)Nc1cc(F)ccc1F	0	13	-4	0.5	1	1	0	0	1	3
N/C(=N\c1nc2ccccc2o1)NC(=O)c1ccccc1	2	-3	-12	2.6	3	-3	-6	-3	2	1
N/C(=N\OC(=O)COc1ccc2ccccc2c1Br)c1cccnc1	-6	5	-4	10*	20	4	/	4	-5	3
COc1ccc(Oc2ccc3c(C(F)(F)F)cc(C(F)(F)F)nc3n2)cc1	-1	-1	2	0.1	3	1	3	-1	1	-1
CCc1cccc(NS(=O)(=O)c2csc(C(N)=O)c2)c1	-1	-21	5	-1.0	-1	-5	6	-6	-5	-2
SMILES	LEDGF integ inh	TDP2 absorb	TCR-CD3 inh	PG9 Ab binder	rCAG RNA binder	SIAE primary	HTRA1 inh	NR1D1 modulator	ABHD4 inh	PRMT1 inh
CNc1ccc(C=C2C=Cc3ccccc32)cc1	2	-26	-10	-0.2	10	1	19	-5	11	1
O=C(O)c1cc(-c2cccs2)nc2cc3c(cc12)OCCO3	5	-1	-1	1.0	6	-2	-6	6	-3	-1
COc1ccccc1NC(=O)Nc1nnc(CC(=O)Nc2ccccc2)s1	1	6	8	0.9	23	-41	/	10	-6	-2
Cc1cc(C)n2nc(SCC(=O)N3CC(C)CC(C)C3)nc2n1 (stereo not given)	1	9	0	1.2	1	-4	4	-2	7	0
O=C(Cn1nnc2ccccc21)C1CC1	2	-4	6	0.1	2	7	1	-7	2	0
CC(=O)c1cccc(N(C(=O)CNC(=O)c2ccco2)C(C(=O)NC2CCCC2)c2ccncc2)c1 (stereo not given)	2	10	3	-2.4	-5	5	1	2	3	-1
CCCCCn1c(Sc2ncccn2)nc2c1c(=O)[nH]c(=O)n2C	1	0	-4	0.4	-6	3	6	1	-7	2
CCCc1cc(=O)oc2cc(OCC(=O)NC3CCN(Cc4ccccc4)CC3)ccc12	-1	7	-5	-0.3	-11	9	1	-3	7	4
Cc1ccc(S(=O)(=O)N2[C@@H](c3ccc(Br)cc3)C(C(=O)O)=C[C@H]2C(C)(C)C)cc1	-1	-3	0	-1.2	47*	-4	-20	-6	-4	-2
Cn1c(CCN2CCCCC2)nc2cc(NS(=O)(=O)c3ccc(Cl)cc3)ccc21	0	-3	6	0.1	-6	6	-2	2	2	-3
O=C(C1=C[C@H](C2CC2)C[C@H](OCCCCO)O1)N1CCN(Cc2ccc3c(c2)OCO3)CC1	-2	-1	8	-1.7	-8	2	0	-1	2	-2
O=C(Nc1ccccc1-c1ccccc1)NC1CCN(CC(=O)N2CCOCC2)CC1	-2	10	-2	-1.0	-6	5	6	-2	4	0
CCOc1ccc(S(=O)(=O)Nc2c(C)n(C)n(-c3ccccc3)c2=O)cc1	-3	8	4	-2.2	-5	10	-10	1	0	-4
CCOc1ccc(C(=O)NCC(=O)OCC(=O)Nc2nnc(-c3ccccc3)o2)cc1	3	-6	1	-1.6	15	-5	4	8	6	-3
CC1CCN(c2ccc(C(=O)OCC(=O)NCCN3C(=O)CSC3=O)cc2[N+](=O)[O-])CC1	1	4	4	1.2	-2	-7	-6	-1	8	-1
CC(C)Oc1cc(F)ccc1-c1cc(C(=O)NCCCn2ccnc2)[nH]n1	-1	3	-4	2.0	-1	12	/	2	2	0
O=C(O)C(Oc1ccc2c3c(c(=O)oc2c1)CCC3)c1ccccc1 (stereo not given)	0	2	-2	-0.9	16	4	-2	2	-5	3
OC(CNCc1ccc(Cl)cc1)COc1ccccc1 (stereo not given)	2	25*	5	0.1	0	13	2	2	12	3
CCOc1ccc(C(=O)Nc2cccc(C(=O)O)c2)cc1Cl	4	0	3	-0.6	3	-2	1	-5	-5	-1
CCCCCOC(=O)c1[nH]c2c(c1C)C(=O)C(C(=O)OC)C(C)C2 (stereo not given)	-3	-9	0	1.7	7	-2	-25	-3	5	2
O=C(c1ccccn1)N1CCCC(N2CCN(Cc3ccc4c(c3)OCO4)CC2)C1 (stereo not given)	-11	-23	2	-1.5	-6	-3	9	2	1	3
Cc1ccc(-n2nc3c(c2NC(=O)C(C)(C)C)CSC3)c(C)c1	-2	-8	-7	-1.8	6	-7	-17	-4	3	6
Cc1cc2c(cc1C)-n1nnnc1C(N(Cc1ccccc1)Cc1ccccc1)C(=O)N2 (stereo not given)	-3	3	5	-1.6	4	1	/	-4	-6	-4
O=C(NC1(C(F)(F)F)N=C2SCCN2C1=O)c1ccco1 (stereo not given)	4	2	1	-0.8	-1	-1	-7	1	3	2
Cc1ccc(S(=O)(=O)NCC(=O)N2CCN(c3ccc(F)cc3)CC2)cc1	4	-4	4	-3.8	0	0	1	0	-4	-2

Looked up by compound from the list above, 3 records:
SMILES	LEDGF integ inh	TDP2 absorb	TCR-CD3 inh	PG9 Ab binder	rCAG RNA binder	SIAE primary	HTRA1 inh	NR1D1 modulator	ABHD4 inh	PRMT1 inh
N/C(=N\c1nc2ccccc2o1)NC(=O)c1ccccc1	2	-3	-12	2.6	3	-3	-6	-3	2	1
O=C(CCNC(=O)c1ccccc1)NNC(=O)c1ccc(F)cc1	6	-17	-7	-2.1	0	-10	-6	7	-7	-2
CCCCCOC(=O)c1[nH]c2c(c1C)C(=O)C(C(=O)OC)C(C)C2 (stereo not given)	-3	-9	0	1.7	7	-2	-25	-3	5	2

Next compounds
SMILES	LEDGF integ inh	TDP2 absorb	TCR-CD3 inh	PG9 Ab binder	rCAG RNA binder	SIAE primary	HTRA1 inh	NR1D1 modulator	ABHD4 inh	PRMT1 inh
COc1ccc(OC)c(C2C=C(c3ccc(C)c(C)c3)Nc3nnnn32)c1 (stereo not given)	-2	-3	-4	-0.7	3	4	-8	-4	-3	-4
CCOC(=O)Cc1csc(NC(NC(=O)OCC)(C(=O)OCC)C(F)(F)F)n1 (stereo not given)	-2	-5	3	1.4	-5	-2	6	8	-1	0
O=C(Nc1nnc(C2CC2)s1)C1CCCCC1	2	8	6	0.1	0	-4	7	4	-8	0
O=S(=O)(c1cccc2nsnc12)N1CCN(C/C=C/c2ccccc2)CC1	1	-4	5	-0.2	-2	0	-8	-1	1	-1
Cc1ccc(S(=O)(=O)OCC(=O)Nc2ccc(C(=O)O)c(O)c2)cc1	15*	2	5	-1.2	40*	4	7	1	25	21*
COc1ccc(S(=O)(=O)N2CCCCC2)cc1NC(=O)CCCOc1ccccc1	2	-1	4	-2.3	1	-7	-17	8	3	-1
CN(Cc1ccncc1)C1CC(=O)N(c2ccc(F)cc2)C1=O (stereo not given)	-1	-1	-6	-1.0	4	11	0	-3	-7	7
C[C@H]1CN([C@@H](C)CO)C(=O)CCCn2nncc2CO[C@@H]1CN(C)S(=O)(=O)c1cn(C)cn1	-1	6	-6	-0.2	-1	2	-1	6	3	1
COC(=O)/C(=N/Nc1ccccc1)N1CCCc2ccccc21	0	-8	3	-5.3	-4	-1	-7	-3	-3	-3
Fc1ccc(-n2c(-c3ccc4c(c3)OCO4)n[nH]c2=S)cc1Cl	5	-2	5	1.9	7	6	3	2	11	8
CC(Sc1nc2ccccc2s1)C(=O)N1CCOCC1 (stereo not given)	-5	4	-1	1.3	3	-7	0	3	-5	7
CCCCCCN1C[C@H](n2cc(-c3ccc(F)cc3)nn2)[C@@H](O)C[C@@H]1c1ccc(OC)cc1	5	-7	0	-0.1	1	-6	-17	0	-9	-9
Cc1nn(C)c(C)c1CCC(=O)O	0	8	-7	-2.2	-1	2	4	2	-4	1
